High-throughput results from PubChem.
HBB splice mod: alters splicing of the hemoglobin beta chain; 0.06% of 65,000 active; HBB splicing reporter cell assay, activation; EGFP reporter with mutant IVS2-654 intron; response scale: normalised to 500 nM splice-correcting PNA; Potency, µM (highest dose often 46.1 µM), without a hit: top-dose activation, actives largely listed as activators; AID 925; also: potency is read from the fitted curve at half-maximal effect; 0% is about no effect
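HeLa cells stably expressing EGFP interrupted by mutant beta-globin intron 2 (IVS2-654), 500/well in 2% FCS. Treated with compound for 2 days at 37C. Splicing correction scored as total well GFP intensity (488 nm excitation, 500-520 nm emission); 500 nM antisense PNA served as control.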
BRCT PPI green: inhibitors of human BRCA1 BRCT-phosphoprotein interaction (green fluorophore); P38398; BRCA1 BRCT-phosphopeptide binding, green fluorescence polarization; Potency, µM (series often up to 76.9 µM), for inactives: top-dose activity change, negative = inhibition, most hits filed as inhibitors; 0.05% of 75,000 active;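 also: potency is read from the fitted curve at half-maximal effect; plate controls were peptide without protein for full effect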
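Fluorescence polarization: His-tagged BRCT (~35 kDa BRCA1 C-terminus, 250 nM) bound to 100 nM fluorescein-labeled phosphorylated 10-aa BACH1 peptide, pH 7.3 phosphate buffer with DTT and Tween 20. Compounds incubated 12 min at room temperature; inhibition read as lowered polarization.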
BRCT PPI red: disrupts BRCA1 BRCT binding to phosphoprotein, red fluorophore readout | P38398 | BRCT-phosphopeptide binding, red fluorescence polarization | Potency, µM (titrated, usually from 76.9 µM), for the others: at the top dose activity change, negative = inhibition, hits mostly inhibitors | 0.03% of 75,000 active; also: % is scaled to controls: 0 for no effect and ±100 for the full control effect
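Fluorescence polarization: 100 nM His-tagged BRCA1 BRCT with 100 nM TAMRA-labelled phospho-BACH1 decapeptide, phosphate buffer pH 7.3 with 150 mM NaCl, DTT, 0.01% Tween 20; 12 min RT. Binding inhibition seen as FP decrease.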
ALOX15 inhib: inhibitors of human 15-lipoxygenase (ALOX15). purified 15hLO-1, xylenol orange hydroperoxide absorbance. Potency, µM (doses to about 57.1 µM), inactives show top-dose activity change, negative = inhibition, hits mostly inhibitors. 1.4% of 74,000 active. P16050; also: potency is read from the fitted curve at half-maximal effect; % is scaled to controls: 0 for no effect and ±100 for the full control effect; nearly all actives have a fitted effect of over 55% in size
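Readout: Fe(III)-xylenol orange absorbance, 573-to-405 nm ratio as reaction progress. Enzyme 40 nM purified human 15hLO-1, substrate 50 uM arachidonic acid, 6 min RT after 15 min compound preincubation; Hepes pH 7.5 buffer with Triton X-100.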
Starred values were filed as active, the others as inactive; ? = inconclusive; & = joins results of further samples; [ ] = another dose, or the depositor's remark. Calls follow the shape of the dose curve; as a rule, active = well fitted curve in the direction sought with a large enough effect; inconclusive = small, poorly fitted or top-dose-only effect, or another doubt; inactive = no such curve, though single readings can be large; an effect the other way counts as inactive or inconclusive. Some of the compounds tested; rates above refer to the full screens.

SMILES	HBB splice mod	BRCT PPI green	BRCT PPI red	ALOX15 inhib
CC(C)=CCC/C(C)=C/CO/N=C1/C[C@@H](O)[C@@H](O)[C@@H]2[C@@H]3C(=O)N([C@@H](C)c4ccccc4)C(=O)[C@H]3CC[C@H]12	0.2%[9.22 µM]	-1.1%[15.4 µM]	-0.4%[15.4 µM]	-1%[11.4 µM]
CC(=O)OC[C@@H]1O[C@@H](O/N=C2/C[C@@H](O)[C@@H](O)[C@@H]3[C@H]4C(=O)N(c5ccc(F)cc5F)C(=O)[C@@H]4CC[C@H]23)[C@H](OC(C)=O)[C@H](OC(C)=O)[C@@H]1OC(C)=O	1.9%[9.22 µM]	-3.5%[15.4 µM]	0.7%[15.4 µM]	3%[11.4 µM]
CON(C)C(=O)c1nnc2c3ccccc3n(S(=O)(=O)c3ccc(C)cc3)c2n1	2.0%&0.7%[9.22 µM]	0.2%&-2.7%[15.4 µM]	-3.6%&0.5%[15.4 µM]	-10%&8%[11.4 µM]
CCN1C(=O)[C@H]2[C@H]3[C@H](O)[C@H](O)C/C(=N/OC[C@@H]4O[C@H](c5ccccc5)C=C[C@@H]4Oc4ccc(OC)cc4)[C@@H]3CC[C@@H]2C1=O	-0.4%[9.22 µM]	-5.5%[15.4 µM]	-0.9%[15.4 µM]	-2%[11.4 µM]
COc1ccc(C(=O)Oc2cc(OC)cc(OC)c2C(C)=O)cc1	0.1%[9.22 µM]	-1.0%[15.4 µM]	-1.1%[15.4 µM]	6%[11.4 µM]
CCc1cc2c(nc1CC)CCN(CC/C(C)=N/O[C@@H](C)c1cn([C@@H]3COC[C@@H]3O)nn1)C2	1.6%[9.22 µM]	0.5%[15.4 µM]	-0.6%[15.4 µM]	9%[11.4 µM]
CC(C)=CCC/C(C)=C/CO/N=C1/C[C@@H](O)[C@@H](O)[C@@H]2[C@@H]3C(=O)N(c4cccc(Oc5ccccc5)c4)C(=O)[C@H]3CC[C@H]12	-0.8%[9.22 µM]	0.5%[15.4 µM]	3.0%[15.4 µM]	-4%[11.4 µM]
CO[C@H]1COC(=O)C/C=C\[C@@H](C)[C@H](OC)COC(=O)[C@H]2CCCN2C(=O)C/C=C\[C@@H]1C	0.5%[9.22 µM]	-1.6%[15.4 µM]	-4.0%[15.4 µM]	7%[11.4 µM]
COc1ccc(COC(=O)N/N=C2/C[C@@H](O)[C@@H](O)[C@@H]3[C@@H]4C(=O)N(C[C@@H]5CCCO5)C(=O)[C@H]4CC[C@H]23)cc1	4.0%[9.22 µM]	2.2%[15.4 µM]	1.6%[15.4 µM]	4%[11.4 µM]
CCC1OCCC=CC1C (stereo unspecified)	0.9%[9.22 µM]	0.3%[15.4 µM]	1.3%[15.4 µM]	5%[11.4 µM]
CC1C=CCCOC1c1ccccc1 (stereo unspecified)	2.8%[9.22 µM]	-1.3%[15.4 µM]	-1.0%[15.4 µM]	3%[11.4 µM]
CC1CN2C(CCC(C)C2c2ccc(Br)cc2)C(=O)O1 (stereo unspecified)	1.0%&-1.0%&1.5%[9.22 µM]	-1.1%&0.9%&-0.1%[15.4 µM]	2.1%&0.6%&1.0%[15.4 µM]	9%&6%&13%[11.4 µM]
Cc1cc2c(nc1C)CCCN2C[C@H](C)O/N=C1/[C@H]2O[C@@H]2[C@@H](O)[C@H]2[C@H]1CCn1c(=O)n(-c3ccccc3)c(=O)n12	3.1%[9.22 µM]	0.8%[15.4 µM]	-0.6%[15.4 µM]	2%[11.4 µM]
OB(O)c1ccc(B(O)O)cc1	0.1%	-2.9%	0.2%	7%
CC(=O)OCC1OC(C#CCCCc2ccccc2)C=CC1OC(C)=O (stereo unspecified)	1.6%&-0.7%[9.22 µM]	-0.3%&-0.7%[15.4 µM]	-0.3%&0.4%[15.4 µM]	1%&-1%[11.4 µM]

5 of the compounds above, with two lines to a compound.
Order of values: HBB splice mod | BRCT PPI green | BRCT PPI red | ALOX15 inhib
CC1CN2C(CCC(C)C2c2ccc(Br)cc2)C(=O)O1 (stereo unspecified)
    1.0%&-1.0%&1.5%[9.22 µM] | -1.1%&0.9%&-0.1%[15.4 µM] | 2.1%&0.6%&1.0%[15.4 µM] | 9%&6%&13%[11.4 µM]
CCc1cc2c(nc1CC)CCN(CC/C(C)=N/O[C@@H](C)c1cn([C@@H]3COC[C@@H]3O)nn1)C2
    1.6%[9.22 µM] | 0.5%[15.4 µM] | -0.6%[15.4 µM] | 9%[11.4 µM]
CCN1C(=O)[C@H]2[C@H]3[C@H](O)[C@H](O)C/C(=N/OC[C@@H]4O[C@H](c5ccccc5)C=C[C@@H]4Oc4ccc(OC)cc4)[C@@H]3CC[C@@H]2C1=O
    -0.4%[9.22 µM] | -5.5%[15.4 µM] | -0.9%[15.4 µM] | -2%[11.4 µM]
CC(=O)OC[C@@H]1O[C@@H](O/N=C2/C[C@@H](O)[C@@H](O)[C@@H]3[C@H]4C(=O)N(c5ccc(F)cc5F)C(=O)[C@@H]4CC[C@H]23)[C@H](OC(C)=O)[C@H](OC(C)=O)[C@@H]1OC(C)=O
    1.9%[9.22 µM] | -3.5%[15.4 µM] | 0.7%[15.4 µM] | 3%[11.4 µM]
CCC1OCCC=CC1C (stereo unspecified)
    0.9%[9.22 µM] | 0.3%[15.4 µM] | 1.3%[15.4 µM] | 5%[11.4 µM]

The list goes on:
SMILES	HBB splice mod	BRCT PPI green	BRCT PPI red	ALOX15 inhib
CCN(CC)CCCCC1CCN(CC(=O)N2c3ccccc3C(=O)Nc3cccnc32)CC1	2.4%	4.8%	-0.3%	?
CC1CCC(C(=O)O)NC1c1ccc(-c2ccco2)cc1 (stereo unspecified)	2.2%[9.22 µM]	-1.8%[15.4 µM]	0.8%[15.4 µM]	8%[11.4 µM]
COc1ccc(COC(=O)N/N=C2/C[C@@H](O)[C@@H](O)[C@@H]3[C@@H]4C(=O)N(c5cccc(Oc6ccccc6)c5)C(=O)[C@H]4CC[C@H]23)cc1	0.5%[9.22 µM]	-0.3%[15.4 µM]	0.4%[15.4 µM]	1%[11.4 µM]
CC(C)CO/N=C1/C[C@@H](O)[C@@H](O)[C@@H]2[C@@H]3C(=O)N(c4cccc(Oc5ccccc5)c4)C(=O)[C@H]3CC[C@H]12	1.2%[9.22 µM]	0.3%[15.4 µM]	0.4%[15.4 µM]	-4%[11.4 µM]
C[C@@H](c1ccccc1)N1C(=O)[C@H]2[C@H]3[C@H](O)[C@H](O)C/C(=N/NC(=O)OCc4ccccc4)[C@H]3CC[C@@H]2C1=O	1.0%[9.22 µM]	-2.6%[15.4 µM]	-0.1%[15.4 µM]	6%[11.4 µM]
CC(C)=CCC1(CC=C(C)C)C(=O)C(C(=O)c2ccccc2)=C2OC(C)(C)CCC2(CC=C(C)C)C1=O (stereo unspecified)	0.8%[9.22 µM]	-1.0%[15.4 µM]	-0.5%[15.4 µM]	6%[11.4 µM]
COc1cccc([C@@H]2Oc3ccc(OC)cc3/C(=N/O[C@@H](C)CN3CCCc4nc(C)c(C)cc43)[C@@H]2O)c1	0.2%[9.22 µM]	-0.8%[15.4 µM]	0.0%[15.4 µM]	-7%[11.4 µM]
O=C1CCCC=C1[C@@H](O)COCc1ccccc1	0.7%[9.22 µM]	-1.1%[15.4 µM]	0.4%[15.4 µM]	?
C/C=C/OC(=O)NC(c1ccccc1)[C@@]1(C(=O)OC)CCCC1=O (stereo partly specified)	0.6%[9.22 µM]	-3.5%[15.4 µM]	1.9%[15.4 µM]	10%[11.4 µM]
C#CCCCO/N=C1/[C@H]2O[C@@H]2[C@@H](O)[C@H]2[C@H]1CCn1c(=O)n(-c3ccccc3)c(=O)n12	-3.4%[9.22 µM]	-2.0%[15.4 µM]	2.2%[15.4 µM]	12%[11.4 µM]
CCc1cc2c(nc1CC)CCN(CC/C(C)=N/O[C@@H](C)c1cn([C@H](CO)Cc3ccccc3)nn1)C2	4.2%&-0.2%[9.22 µM]	-0.9%&-0.4%[15.4 µM]	0.6%&-1.1%[15.4 µM]	18%&15%[11.4 µM]
COC(=O)C/C=C\[C@@H](C)[C@@H](/C=N\O[C@@H](C)c1cc(-c2c(C)cc(C)cc2C)no1)NS(=O)(=O)c1ccc(C)cc1	2.1%[9.22 µM]	0.7%[15.4 µM]	1.0%[15.4 µM]	-7%[11.4 µM]
CCOC(=O)CCN1C(=O)[C@@H]2[C@H]3C(=CC[C@H]2C1=O)C(=O)[C@H]1O[C@H]1[C@H]3O	1.1%[9.22 µM]	-7.6%[15.4 µM]	2.4%[15.4 µM]	-11%[11.4 µM]
COCCn1c(C)cc(C(=O)CSc2nnc(-c3cccnc3)n2-c2ccccc2F)c1C	-0.3%[57.5 µM]	-0.2%	-2.5%	-6%
CC12C=C(/C=C/c3ccc(F)cc3)C(C)(C1)C(c1ccc(F)cc1)CC2=O (stereo unspecified)	-0.1%[9.22 µM]	-1.8%[15.4 µM]	1.2%[15.4 µM]	-2%[11.4 µM]
CC(C)=NO[C@@H](C)c1cn([C@H](CO)Cc2ccccc2)nn1	1.2%&0.6%[9.22 µM]	-0.4%&-2.4%[15.4 µM]	1.8%&-0.1%[15.4 µM]	6%&-1%[11.4 µM]
CCCNC(=O)OC[C@@H]1O[C@H](CCO/N=C(\C)CCC(=O)OC[C@@H]2O[C@H](C#Cc3ccccc3)C=C[C@@H]2Oc2ccc(C)cc2)C=C[C@@H]1Oc1ccc(OC)cc1	1.4%[9.22 µM]	-2.0%[15.4 µM]	1.9%[15.4 µM]	8%[11.4 µM]
C/C(CCN1CCc2nc(-c3ccccc3)c(-c3ccccc3)cc2C1)=N\O[C@@H](C)c1cn([C@H](CO)Cc2ccccc2)nn1	1.4%&-0.1%[9.22 µM]	-1.5%&-2.0%[15.4 µM]	2.0%&0.5%[15.4 µM]	1%&-1%[11.4 µM]
CO[C@@H]1/C=C\CC(=O)N[C@@H](C)C(=O)OC[C@H](NS(=O)(=O)c2ccc(C)cc2)[C@H](C)/C=C\CC(=O)OC[C@H]1C	1.6%[9.22 µM]	-2.8%[15.4 µM]	1.7%[15.4 µM]	4%[11.4 µM]
O=C1[C@H]2[C@H]3[C@H](O)[C@H](O)C/C(=N/OC[C@@H](O)COCc4ccco4)[C@@H]3CC[C@@H]2C(=O)N1Cc1ccc2c(c1)OCO2	0.6%[9.22 µM]	-2.8%[15.4 µM]	-0.5%[15.4 µM]	-5%[11.4 µM]
COC(=O)N1CCc2cc(OC)c(OC)cc2C1Cc1ccc(OC)cc1 (stereo unspecified)	-0.2%[9.22 µM]	0.8%[15.4 µM]	1.2%[15.4 µM]	8%[11.4 µM]
COc1cccc([C@H]2Oc3ccc(OC)cc3/C(=N\O[C@@H]3O[C@H](COC(C)=O)[C@H](OC(C)=O)[C@H](OC(C)=O)[C@H]3OC(C)=O)[C@@H]2O)c1	-1.5%[9.22 µM]	-2.5%[15.4 µM]	-0.8%[15.4 µM]	-1%[11.4 µM]
CC[C@@H](c1ccccc1)n1c(=O)n2n(c1=O)[C@H]1[C@H](O)[C@H]3O[C@H]3C(=O)[C@H]1CC2	1.3%[9.22 µM]	-0.1%[15.4 µM]	2.8%[15.4 µM]	10%[11.4 µM]
CCCC[C@@H]1CN2[C@H](c3ccc(Br)cc3)[C@H](C)CC[C@H]2C(=O)O1	1.3%[9.22 µM]	-1.9%[15.4 µM]	1.3%[15.4 µM]	3%[11.4 µM]
COC(=O)C12CC3(CCC4C5C(C(OCc6ccccc6)C41)C52)OCCO3 (stereo unspecified)	0.5%[9.22 µM]	0.3%[15.4 µM]	0.0%[15.4 µM]	6%[11.4 µM]
CC(=O)Nc1ccc(C2C(C)CCC3C(=O)N4C(CCC(C)[C@@H]4c4ccc(NC(C)=O)cc4)C(=O)N32)cc1 (stereo partly specified)	0.3%[9.22 µM]	-2.3%[15.4 µM]	0.0%[15.4 µM]	-6%[11.4 µM]
COc1ccc(OC2C=CC(c3ccccc3)OC2CO)c(C(C)(C)C)c1 (stereo unspecified)	-0.9%[9.22 µM]	-0.2%[15.4 µM]	-0.2%[15.4 µM]	6%[11.4 µM]
